From PubChem BioAssay
USP2a inh: inhibitors of human ubiquitin-specific protease USP2a | O75604 | Potency, µM (series often up to 38.3 µM), inactives show at the top dose activity change, negative = inhibition, usual class: inhibitors | USP2 core, Ub-CHOP2 coupled fluorogenic reporter, 485/531 | hit rate 0.01% among 330,000;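 further: potency means the concentration at half of the fitted maximal effect; plate controls were DMSO wells for no effect and full inhibition by NEM control for full effect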
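Cell-free coupled assay: 10nM USP2 core preincubated 30min RT with compound in Tris-HCl pH 8.0/CaCl2/CHAPS buffer, then 25nM Ub-CHOP2 and 25nM reporter substrate; fluorescence (Ex 485/Em 531) read after 60min RT, normalized to NEM inhibition, concentration-response curves fitted.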
Eya2 inh: blocks the phosphatase activity of human Eya2. O00167. recombinant Eya2, OMFP fluorescence dephosphorylation (OMFP is methylfluorescein phosphate). Potency, µM (top dose mostly 76.9 µM), for the others: at the highest dose activity, negative = inhibition, hits mostly inhibitors. hit rate 0.006% among 330,000. AID 488837; further: potency means the concentration at half of the fitted maximal effect
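Eya2 (0.2 uM) preincubated 10 min at ambient with compound, then OMFP substrate added at 50 uM; 10 min reaction in 50 mM HEPES pH 7.5, 50 mM NaCl, 5 uM MgCl2, 0.05% BSA, 1 mM DTT. Fluorescence read at Ex 485/Em 525 nm.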
KCNH2 WT inh: KCNH2 (human, wildtype) channel inhibition | activity change, % at 1.84 µM | Q12809 | AID 720551 | hit rate 0.37% among 340,000 | U2OS, BacMam KCNH2, thallium flux FluxOr; stronger effect = lower value;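 active means maximum activity change below -70%; inconclusive means maximum activity change between -70% and -50%; inactive means maximum activity change above -50%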
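U2OS cells transduced with wild-type KCNH2 virus are loaded with FluxOr dye for 45 min, and thallium flux is measured in kinetic reads before and after stimulation buffer. Rate constants are normalized to DMSO controls.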
KCNH2 3.1 block: KCNH2 3.1 (human) potassium channel inhibition. AID 720553. activity change, % (tested at about 1.8 µM). U2OS KCNH2 3.1, thallium flux FluxOr; stronger effect = lower value. hit rate 0.95% among 340,000;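 active means maximum activity change below -70%; inconclusive means maximum activity change from -70% to -50%; inactive means maximum activity change above -50%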;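 further: thallium influx rate constant from kinetic fluorescence after stimulation buffer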
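Measured as rate of thallium-driven FluxOr signal in transduced U2OS cells carrying the 3.1 channel, read kinetically for 2 min upon stimulation; values are rate constants scaled to DMSO control wells.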
BCR signal inh: blocks chronic active B-cell receptor signaling. Potency, µM (doses to about 46.1 µM), for the others: at the highest dose ratio change, negative = lower green/red ratio, hits mostly inhibitors. hit rate 0.05% among 340,000. ABC-DLBCL IkBa-CBG/CBR reporter, luminescence ratio, 4 h; active means well fitted inhibition curve with a large enough effect in the signal ratio, with a control signal flat, not every such curve was filed as active; inconclusive means small, poorly fitted or top-dose-only effect, or effect the other way, or a change in a side signal; the % refers to the signal ratio;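 further: potency means the concentration at half of the fitted maximal effect; plate controls were basal doxycycline-induced cells for no effect and cells given 10 µM MG132 for full effect; MG132 reads +100%, hits lower the ratio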
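Concentration-response series (up to 46 uM) were applied to TMD8 dual-reporter cells for 4 h at 37C with doxycycline. Green/red ratio, after filter-overlap correction, defined %Activity; red signal alone was normalised to basal cells and zero luminescence.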
Giardia kill: kills Giardia lamblia. hit rate 0.15% among 340,000. activity change, % at 7.66 µM, hits read low. Giardia lamblia trophozoite viability; in the data active means activity change below about -80%; inconclusive means between about -30% and that limit;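 further: parasites exposed to compound for two days anaerobically before the ATP read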
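Media and compound were dispensed first, then trophozoites at 100 cells/well; plates sat 48 hrs at 37 deg C without oxygen before ATP luminescence reagent was added and read after 15-30 min at room temperature.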
uPA generation: blocks generation of uPA at the cell surface; cell surface uPA generation assay, qHTS; Potency, µM (titrated, usually from 38.3 µM), inactives show at the highest dose activity change, negative = inhibition, usual class: inhibitors; hit rate 0.31% among 330,000; AID 540303; active means well fitted inhibition curve with a large enough effect; inconclusive means small, poorly fitted or top-dose-only effect; inactive means no such curve, though single readings can be large or run the other way; tested in mouse RAW 264.7 cells; further: potency means the concentration at half of the fitted maximal effect; nearly all actives have a fitted effect of over 55% in size
B2AR arrestin: recruits beta-arrestin to the human beta2-adrenergic receptor; beta-arrestin recruitment to beta2AR, cell-based reporter; Potency, µM (series often up to 46.1 µM), without a hit: at the highest dose activation, most hits filed as activators; hit rate 0.02% among 330,000;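 further: potency means the concentration at half of the fitted maximal effect; 0% = DMSO controls and full agonism = EC100 isoproterenol or metaproterenol; nearly all actives have a fitted effect of over 65% in size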
Target sequence (P07550 whole entry, looked up): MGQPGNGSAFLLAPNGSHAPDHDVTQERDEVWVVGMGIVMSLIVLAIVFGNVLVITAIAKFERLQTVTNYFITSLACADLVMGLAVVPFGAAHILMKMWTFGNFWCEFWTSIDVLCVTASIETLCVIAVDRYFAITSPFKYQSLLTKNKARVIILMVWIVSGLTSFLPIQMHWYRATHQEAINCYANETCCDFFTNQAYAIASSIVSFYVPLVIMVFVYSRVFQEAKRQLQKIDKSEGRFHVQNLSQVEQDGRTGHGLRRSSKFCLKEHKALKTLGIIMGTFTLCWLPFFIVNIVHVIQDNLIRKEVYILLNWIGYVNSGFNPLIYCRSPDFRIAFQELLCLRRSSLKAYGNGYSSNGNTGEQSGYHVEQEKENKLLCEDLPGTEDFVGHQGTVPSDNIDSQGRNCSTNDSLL
Coupling enz: coupling enzyme interference in Giardia aldolase counter-screen; coupling enzyme system counterscreen, AmpLite Red fluorescence; activity change, negative = inhibition, % at 58.2 µM, hits read low; hit rate 0.67% among 290,000; AID 2472; in the data active means activity change below about -30%
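Counterscreen lacking aldolase: glyceraldehyde-3-phosphate coupling-enzyme reagent preincubated 10 min at RT with compound (at 57.5 uM final), then substrate/coupling system with AmpLite Red added; fluorescence read at 525/598 nm after 20 min RT.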
PKM2 activator: PKM2 (human) enzyme activation; P14618; purified PKM2, Kinase-Glo ATP luminescence, activation; response scale: 0% is enzyme alone, no compound; Potency, µM (doses to about 57.5 µM), for the others: at the highest dose activation, most hits filed as activators; hit rate 0.34% among 260,000; AID 1631; further: potency means the concentration at half of the fitted maximal effect; nearly all actives have a fitted effect of over 55% in size
Target sequence (P14618 whole entry, looked up): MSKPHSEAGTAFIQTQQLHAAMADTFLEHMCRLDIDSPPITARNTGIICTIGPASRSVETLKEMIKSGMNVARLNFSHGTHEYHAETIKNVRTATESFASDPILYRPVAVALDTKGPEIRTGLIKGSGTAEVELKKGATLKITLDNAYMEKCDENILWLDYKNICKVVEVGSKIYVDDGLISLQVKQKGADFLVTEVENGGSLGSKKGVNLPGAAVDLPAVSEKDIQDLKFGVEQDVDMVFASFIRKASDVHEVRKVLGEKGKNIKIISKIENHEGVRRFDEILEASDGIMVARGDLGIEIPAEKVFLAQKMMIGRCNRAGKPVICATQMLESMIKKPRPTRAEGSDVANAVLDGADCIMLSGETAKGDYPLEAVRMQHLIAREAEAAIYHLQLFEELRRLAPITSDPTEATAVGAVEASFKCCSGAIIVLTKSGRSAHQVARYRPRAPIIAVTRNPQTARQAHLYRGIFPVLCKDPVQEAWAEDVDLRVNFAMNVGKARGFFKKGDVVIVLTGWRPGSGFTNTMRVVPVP
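Purified hPK-M2 (>95% pure) converted ADP (0.1 mM final) to ATP with 0.5 mM PEP in 50 mM imidazole pH7.2, KCl, MgCl2, Tween 20, BSA; 1 h at room temperature. ATP detected by Kinase-Glo luminescence.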
GALK inhibitor: inhibitors of human galactokinase; Purified GALK, Kinase-Glo residual ATP luminescence; Potency, µM (series often up to 57.5 µM), for the others: at the highest dose activity change, negative = inhibition, hits mostly inhibitors; hit rate 0.007% among 270,000; further: potency means the concentration at half of the fitted maximal effect
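Compounds were pin-transferred into ATP buffer (35 uM final), then GALK plus galactose (5 nM, 100 uM final) was added. After 1 h at room temperature, Kinase-Glo Plus was added and luminescence read after 10 min.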
* hit, by the source's call; ? = inconclusive; nt = not tested or not shown; & = joins results of further samples; [ ] = remark or other dose. Unless noted, the call rests on the fitted dose curve; in most records, active means well fitted curve in the direction sought with a large enough effect; inconclusive means small, poorly fitted or top-dose-only effect, or another doubt; inactive means no such curve, though single readings can be large; an effect the other way counts as inactive or inconclusive. Unless noted, on the % scale 0 is the no-effect control and ±100 the full control effect.

SMILES | USP2a inh | Eya2 inh | KCNH2 WT inh | KCNH2 3.1 block | BCR signal inh | Giardia kill | uPA generation | B2AR arrestin | Coupling enz | PKM2 activator | GALK inhibitor
CC(=O)N1CCc2cc(S(=O)(=O)NCCC(=O)Nc3ccc4c(c3)OCCO4)ccc21 | 1% | 0% | 12 | -3 | -1% | -7 | 0% | -0.2% | 0 | -1% | -1%
CCn1cc(/C=C(\NC(=O)c2ccccc2Cl)C(=O)N2CCOCC2)c2ccccc21 | -7% | 26% | 5 | 10 | -7% | 10 | -9% | -0.4% | -2 | nt | 6%
Cc1c(C)c2ccc(OC(C)C(=O)N[C@@H](Cc3c[nH]c4ccccc34)C(=O)O)c(C)c2oc1=O (stereo not given in full) | 0% | -6% | 6 | 2 | 9% | 6 | 2% | -0.6% | 3 | 2% | nt
O=C(CSc1nnc(CNC(=O)c2ccccc2F)o1)Nc1cccc(C(F)(F)F)c1 | 1% | 0% | -2 | -37 | 0% | 17 | 0% | 0.2% | nt | nt | -3%
CCOc1ccc(S(=O)(=O)N2CCOCC2)cc1NC(=O)C1CSC2(C)CCC(=O)N12 (stereo not given) | 0% | 3% | 1 | -10 | -3% | -25 | 3% | -0.3% | nt | nt | nt
Fc1ccccc1Cn1nnc(-c2ccc3c(c2)OCO3)n1 | 1% | 5% | 0 | 3 | 2% | -9 | -5% | 0.1% | 4 | 2% | 0%
CN(C(=O)CN1CCCCCC1)c1c(N)n(Cc2ccccc2)c(=O)[nH]c1=O | 7% | 8% | -5 | 17 | 0% | 5 | 9% | -0.1% | nt | nt | nt
COc1ccc(Cl)cc1C(=O)Nc1ccc(Br)c(C)n1 | 4% | -2% | 3 | 5 | ? | -23 | 1% | 0.4% | 1 | -2% | -1%
Cc1cc(C)cc(N2CC34C=CC(O3)C(C(=O)OCC(=O)NCc3ccco3)C4C2=O)c1 (stereo not given) | 1% | 11% | 2 | -4 | -13% | 13 | 0% | 0.1% | 5 | 0% | 5%
COC(=O)[C@@]12CCCCN1[C@H](c1ccc(-c3cc(C(C)=O)cs3)cc1)[C@H]1C(=O)N(C)C(=O)[C@H]12 | 2% | 15% | 9 | 4 | 5% | 13 | 7% | 0.0% | nt | nt | nt
CC(Cc1c[nH]c2ccccc12)NC(N)=O (stereo not given) | 2% | -1% | -18 | 6 | 1% | 9 | nt | 0.1% | 1 | -5% | 1%
Nc1cnn(Cc2ccccc2F)c1 | -1% | 3% | -5 | -5 | -1% | 41[activator] | -18% | -0.1% | -9 | ? | -2%
CCc1ccccc1NC(=O)Nc1ccon1 | 4% | -3% | -4 | -4 | 0% | -26 | -13% | 0.1% | -3 | 0% | -5%
CCn1c(=S)ccc2ccc(OC)cc21 | 2% | -28% | 9 | 3 | ? | 29 | -3% | -0.2% | 2 | 4% | -1%
CC(NC(=O)c1cccc(Cn2cc([N+](=O)[O-])cn2)c1)c1ccc(C(C)(C)C)cc1 (stereo not given) | 1% | 4% | 6 | 13 | ? | 16 | nt | -0.9% | -4 | 10% | 0%
CC(C)CN(C)C(=O)CCc1nnc(Cc2ccc(-c3ccccc3)cc2)o1 | 0% | -14% | -5 | 4 | 5% | -29 | 6% | -0.6% | -1 | -7% | 0%
Cc1cc(C(=O)CSc2nnc(-c3cccs3)o2)c(C)n1-c1ccccc1 | 2% | -5% | 0 | -5 | 11% | -10 | 2% | -0.1% | -27 | 0% | 1%
O=C(Cn1cnc2c(cnn2-c2ccc(Cl)cc2)c1=O)NCCc1ccccc1 | 2% | 18% | 17 | 8 | 0% | 64[activator] | 5% | 0.2% | 0 | -2% | 0%
Cc1cc(C)c2c(=O)[nH]c(SCC(=O)Nc3cccc(S(=O)(=O)N(C)C)c3)nc2n1 | 3% | 16% | 9 | 10 | 7% | -20 | 0% | -0.2% | nt | nt | nt
Oc1ccc(C[C@H]2CNCCN2CCC23CC4CC(CC(C4)C2)C3)cc1 | -2% | 16% | 3 | -6 | -11% | -12 | -23% | -0.2% | nt | nt | nt
COc1ccc(OC)c(S(=O)(=O)N2CCC3(CC2)CC(=O)c2ccccc2O3)c1 | -2% | -9% | 7 | 21 | -9% | -5 | 1% | 0.5% | nt | nt | nt
Cc1ccc(S(=O)(=O)N2[C@@H](c3cccc(C)c3)C(C(=O)O)=C[C@H]2C(C)(C)C)cc1 | 0% | 2% | -4 | -19 | 1% | 13 | 3% | -0.4% | nt | nt | nt
COCCn1c(SCC(=O)Nc2ccccc2F)nc2c([nH]c3ccccc32)c1=O | -2% | 3% | 8 | nt | ? | -7 | -1% | -0.7% | nt | 1% | -3%
CC(Oc1cc2oc(=O)c3c(c2cc1Cl)CCCC3)C(=O)NCc1ccncc1 (stereo not given) | 2% | 6% | -8 | -2 | 13% | -5 | -2% | 0.3% | nt | nt | -3%
CCOC(=O)Cn1cc(C#N)c(=O)[nH]c1=O | 2% | 8% | -3 | 0 | -1% | -20 | 1% | -0.3% | 0 | -5% | 1%
CC(C)C(NS(=O)(=O)c1ccc2c(c1)Cc1cc(S(=O)(=O)NC(C(=O)O)C(C)C)ccc1-2)C(=O)O (stereo not given) | 1% | 16% | 5 | -3 | -6% | -23 | 1% | 0.4% | 10 | -5% | 2%
CCCCOc1ccc(C(C)NC(=O)C2CCCN(S(=O)(=O)CCC)C2)cc1 (stereo not given) | 2% | 0% | -5 | -10 | -8% | -30 | 5% | -2.2% | 1 | -7% | nt
CC1CCCCC1NC(=O)CCCN1C(=O)c2ccccc2C1=O (stereo not given) | 6% | -30% | 7 | 22 | 0% | 1 | -3% | -0.2% | nt | nt | nt
O=C(Nn1c(Cc2cccs2)nc2ccccc2c1=O)c1ccc(F)c(F)c1 | 3% | 0% | -3 | -10 | 11% | 3 | -1% | 4.1% | 7 | -5% | 0%
O=C(N/N=C/c1c(F)cccc1Cl)c1ccc(Cn2cc(Br)cn2)o1 | 2% | -5% | 23 | -9 | 2% | -2 | -1% | 0.0% | 3 | 10% | nt
COCc1ccc(-c2c(-c3ccsc3)sc3ccccc23)cc1 | -2% | -8% | 3 | 4 | ? | 25 | -16% | 2.5% | nt | nt | nt
COC(=O)CN1C(c2ccccc2)=Nc2ccc(Cl)cc2C1c1ccccc1 (stereo not given) | -7% | 14% | 5 | -26 | ? | 3 | -7% | -0.4% | 1 | -2% | 3%
CC(=O)N/C(=C/c1ccc2c(c1)OCO2)C(=O)O | -1% | 2% | 2 | 6 | ? | 2 | 5% | 0.3% | -2 | -4% | 4%
C/C(=N\S(=O)(=O)c1ccc(C)cc1)NC(=S)Nc1ccccc1 | 10% | 12% | 4 | 9 | 17% | 1 | ? | -0.3% | 3 | 3% | -1%
Cc1onc(-c2ccccc2)c1C(=O)c1c[nH]c(C(=O)NCc2ccccn2)c1 | 4% | 0% | -8 | -9 | 0% | 2 | 4% | -0.1% | 2 | 5% | -1%
O=C(NCC1CCCO1)C(c1cccs1)N(C(=O)c1ccc(-c2ccccc2)[nH]1)C1CCCC1 (stereo not given) | 4% | 2% | 11 | -4 | 4% | -21 | -9% | 0.1% | 1 | -2% | 1%
Cc1cc2c(s1)c1cnn(CC(=O)NCCc3ccccc3)c(=O)c1n2C | -3% | 5% | 15 | nt | 1% | -17 | -5% | 2.5% | 1 | -4% | 0%
C=CCNC(=S)N(C1CCCCC1)C1CCCCC1 | 1% | 4% | -4 | -20 | 3% | 2 | 2% | 0.1% | 1 | -2% | 6%
C/C(=N\NC(=O)c1cccc2ccccc12)c1cccnc1 | 0% | 5% | 16 | 3 | ? | 13 | -2% | -0.3% | 1 | 1% | -6%
COc1ccc(C(C)=O)cc1COC(=O)CSCC(=O)Nc1ccc(C)cc1 | 0% | -13% | -10 | -1 | -10% | 17 | 10% | -1.1% | nt | nt | nt
CCOc1ccccc1C(=O)NCC(=O)NCC(c1ccc(OC)cc1)N1CCOCC1 (stereo not given) | 0% | 6% | 2 | -19 | -7% | 12 | -1% | -0.1% | nt | nt | nt
COc1ccccc1-c1ccc(C(=O)O)o1 | 2% | 7% | -11 | 7 | ? | 7 | 3% | -0.2% | 5&9 | -1% | 0%
CCCCc1cc(=O)oc2cc(C)cc(OCC(=O)NC(Cc3ccc(Cl)cc3)C(=O)O)c12 (stereo not given) | -1% | 14% | -4 | -3 | -1% | -14 | -6% | -1.2% | 7 | -5% | nt
COC(=O)CCN(C(=O)c1ccc(N2CCCCC2)c([N+](=O)[O-])c1)c1ccccn1 | 3% | 6% | -4 | 3 | 0% | 4 | -3% | -0.2% | -1 | -1% | 0%

Compounds were not picked by outcome. Share with any hit: about 2.4%.
